High-throughput results from PubChem.
ALOX12 inh = Primary qHTS assay for inhibitors of human arachidonate 12S-lipoxygenase (ALOX12): Round 2 | Polyunsaturated fatty acid lipoxygenase ALOX12 (Homo sapiens), P18054 | purified 12hLO, xylenol orange hydroperoxide absorbance | Potency, µM (highest dose often 108 µM), without a hit: top-dose activity change, negative = inhibition, hits mostly inhibitors | 580,000 compounds, 1.1% hits; active = well fitted inhibition curve with a large enough effect; inconclusive = small, poorly fitted or top-dose-only effect, or another doubt; inactive = no such curve, though single readings can be large or run the other way
Target sequence (P18054 whole entry, looked up): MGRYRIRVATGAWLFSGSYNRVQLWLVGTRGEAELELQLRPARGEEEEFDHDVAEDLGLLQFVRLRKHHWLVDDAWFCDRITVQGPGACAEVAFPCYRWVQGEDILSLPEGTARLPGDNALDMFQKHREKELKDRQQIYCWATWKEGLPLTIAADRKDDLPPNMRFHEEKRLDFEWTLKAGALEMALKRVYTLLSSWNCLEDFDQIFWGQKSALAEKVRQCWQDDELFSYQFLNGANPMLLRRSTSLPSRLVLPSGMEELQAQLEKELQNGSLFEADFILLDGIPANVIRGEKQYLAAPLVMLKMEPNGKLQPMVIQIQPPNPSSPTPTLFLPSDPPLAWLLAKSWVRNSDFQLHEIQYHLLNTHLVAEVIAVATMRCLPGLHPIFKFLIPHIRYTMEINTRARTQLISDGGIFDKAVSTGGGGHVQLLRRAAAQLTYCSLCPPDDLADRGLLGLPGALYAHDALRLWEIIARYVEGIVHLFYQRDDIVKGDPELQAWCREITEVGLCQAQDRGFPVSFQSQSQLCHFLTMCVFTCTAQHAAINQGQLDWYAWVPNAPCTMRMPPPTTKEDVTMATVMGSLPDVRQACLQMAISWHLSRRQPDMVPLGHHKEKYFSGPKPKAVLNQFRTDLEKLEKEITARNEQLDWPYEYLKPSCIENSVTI
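Hydroperoxide product was detected by ferrous iron/xylenol orange as the 573 to 405 nm absorbance ratio. Arachidonic acid at 40 uM (final) was turned over for 30 min at room temperature by 150 nM human 12hLO, pH 7.0 Hepes buffer, after 15 min compound preincubation.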
An asterisk follows results filed as active; ? = inconclusive; [ ] = remark or other dose. % is scaled to controls: 0 for no effect and ±100 for the full control effect; potency is read from the fitted curve at half-maximal effect. The list is partial (hit frequency here may not be typical).

SMILES	ALOX12 inh
CCC(C(=O)Nc1ccccc1OCc1cc(=O)n2cccc(C)c2n1)c1ccccc1 (stereo not drawn)	-4%
CC(C)Oc1ccc(C(=O)NCC2Cc3cc(F)cc(-c4cnccn4)c3O2)cc1 (stereo not drawn)	12%
CCOc1ccc(CC(=O)NCCn2ccn3nc(-c4ccc(C)cc4C)cc3c2=O)cc1	10%
CC(C)=CCCC(C)[N+]1(C)CCCCC1 (stereo not drawn)	?
CC(=O)N1CCN(Cc2cccc(C#N)c2)CC(O)C1 (stereo not drawn)	8%
Cc1nc(N2CCCC2)cc(N2CCN(C(=O)c3ccc(C(F)(F)F)cc3)CC2)n1	-11%
COc1cc(OC)c2c(C)c(CC(=O)NCc3ccc4c(c3)OCO4)c(=O)oc2c1	-6%
CNc1nc2c(s1)C(c1ccc(Cl)cc1)CC(=O)N2 (stereo not drawn)	?
CCCCCCNC(=O)C(C#N)c1nc2ccccc2nc1N1CCN(C(=O)OCC)CC1 (stereo not drawn)	18%
COC(=O)COc1nc(C(C)C)c2c(c1C#N)CCCC2	0%
Cc1c(C(=O)NCCCc2ccncc2)cnn1-c1ncc2c(n1)-c1ccccc1CC2	2%
CN1C(=O)CC[C@]2(C(=O)NCc3cccc(F)c3)CCCC[C@@H]12	23%
Cc1ccc(C2CCCN2Cc2nc(-c3cccs3)no2)cc1 (stereo not drawn)	?
O=C(COC(=O)c1cnc2ccccc2n1)NC12CC3CC(CC(C3)C1)C2	?
O=C(c1noc(-c2ccc(F)cc2)n1)N1CCN(c2ccccc2Cl)CC1	57%[activator]
CCCCCCCCN1C(=O)[C@@H](CC(=O)N2CCCCC2)C[C@@]2(C(=O)OC)C1=C[C@H](C(C)(C)C)O[C@@H]2C	15%
O=C(CNc1ccccc1C(=O)NCc1ccco1)NC(=O)NCc1ccccc1	-35%
Cc1ccc(C(=O)N2C[C@@H](CO)[C@H](c3ccccn3)C2)nc1	25%
N#C/C(=C/c1ccco1)C(=O)Nc1ccc(N2CCOCC2)cc1	8%
Cc1cc(C)cc(N2CCN(c3cc(C4CC(O)C4)ncn3)CC2=O)c1 (stereo not drawn)	88%[activator]
CCCNC(=O)NC[C@H]1O[C@@H]2C[C@@H](CC(=O)N3CCC(F)(F)C3)O[C@@H]2[C@@H]1O	19%[176 µM]
O=C(O)CNS(=O)(=O)c1ccc(F)c(F)c1F	?
O=C1CC(c2ccccc2)N(C(=O)CNS(=O)(=O)c2cccs2)CCCCCN1 (stereo not drawn)	?
O=C1COCCN1C1CCN(Cc2ccc(F)cc2)CC1	3%[12.5 µM]
CN1CCC2(C1)CN(Cc1ccccc1)c1ccc(C(=O)NCc3cccs3)cc12 (stereo not drawn)	-8%[176 µM]
Next section:
SMILES	ALOX12 inh
COc1cccc(CNC(=O)[C@H]2CCCN2C(=O)[C@H]2CCCN2C(=O)OC(C)(C)C)c1	-15%
COc1ccc(OC)c(CN2CCN(C(=O)c3cn(C)nc3-c3ccc4c(c3)OCCCO4)CC2)c1	9%
CNc1ccc(OC2CCN(C(=O)COC)CC2)nc1	52%[activator]
Cc1ccc(N=Cc2ccc[nH]2)cc1I	5%
NC1CC(c2cc(N3CCN(CCOc4ccccc4)CC3)ncn2)C1 (stereo not drawn)	?
CN(C)C[C@@H]1CN(C)C[C@H]1NC(=O)c1cc(F)ccc1F	47%[activator]
C=CCN1CC(COCc2ccccc2)OCCS1(=O)=O (stereo not drawn)	0%
Fc1ccc(CN2CCNc3cnc(OCc4cccnc4)cc3C2)cc1F	2%[176 µM]
CC(C1CC1)N(C)Cc1nnc(-c2ccc(Br)o2)o1 (stereo not drawn)	80%[activator]
Cc1ccc(OCc2nc(C3CCCN3)no2)cc1 (stereo not drawn)	15%
Cc1cccc(-c2[nH]c(C(C)(C)C)nc2-c2ccc3c(c2)OCO3)n1	-19%[57.4 µM]
CCCC(C(=O)NC(C)C)c1ccccc1 (stereo not drawn)	9%
CCn1cc(S(=O)(=O)N2C[C@@H](C(N)=O)[C@H](c3nc(C)no3)C2)cn1	9%
CCOc1ccc(-c2[nH]ncc2-c2ccc(Br)cc2)c(O)c1	28µM*
Cc1cc(C)cc(S(=O)(=O)n2cc3c(=O)n(C)c(=O)n(C)c3n2)c1	18%
COCc1cn(C[C@H]2C[C@@H](NCc3cccnc3)[C@H](O)[C@@H]2O)nn1	22µM*
CSC1=N/C(=C\c2ccc(OC(C)=O)cc2)C(=O)S1	?
COc1cccc2[nH]c(C(=O)N3CCC(c4nnc5ccccn45)CC3)cc12	13%
COc1ccc(OCc2cc(C(=O)NC(CO)C(C)C)no2)c2ccccc12 (stereo not drawn)	35%
CCOc1ccccc1NC(=O)N(C)CC1CCOCC1	61%[activator]
CCOC(=O)c1[nH]c(=O)[nH]c1C1CC(=O)Nc2c1cnn2C(CC)CC (stereo not drawn)	-12%
CC(=O)c1ccccc1NC(=O)CCc1ncc(-c2c(F)cccc2F)o1	85%[activator]
CNC(=O)c1ccc(CN(C)C(=O)c2ccc(S(=O)(=O)NC3CC3)cc2)cc1	42%[activator]
O=C(Cn1cccc1-c1nc(-c2ccccc2)no1)NCCCc1ccccc1	-6%
CCCCCCCCN1C(=O)[C@@H](CC(=O)N2CCC(c3ccccc3)CC2)C[C@@]2(C(=O)OC)C1=C[C@H](C(C)(C)C)O[C@@H]2C	-16%

Taken from above:
Cc1cc(C)cc(N2CCN(c3cc(C4CC(O)C4)ncn3)CC2=O)c1 (stereo not drawn) @ ALOX12 inh: 88%[activator]
CN1C(=O)CC[C@]2(C(=O)NCc3cccc(F)c3)CCCC[C@@H]12 @ ALOX12 inh: 23%

Some of these compounds in order of molar mass, rising.
SMILES	ALOX12 inh
Cc1cc(C)cc(S(=O)(=O)n2cc3c(=O)n(C)c(=O)n(C)c3n2)c1	18%
CCOC(=O)c1[nH]c(=O)[nH]c1C1CC(=O)Nc2c1cnn2C(CC)CC (stereo not drawn)	-12%
O=C(Cn1cccc1-c1nc(-c2ccccc2)no1)NCCCc1ccccc1	-6%
O=C(c1noc(-c2ccc(F)cc2)n1)N1CCN(c2ccccc2Cl)CC1	57%[activator]
CCC(C(=O)Nc1ccccc1OCc1cc(=O)n2cccc(C)c2n1)c1ccccc1 (stereo not drawn)	-4%
CCCCCCNC(=O)C(C#N)c1nc2ccccc2nc1N1CCN(C(=O)OCC)CC1 (stereo not drawn)	18%

Next results:
SMILES	ALOX12 inh
CC(O)c1cc2n(n1)CCN(C(=O)CN1CCCN(C)CC1)C2 (stereo not drawn)	25%
Cc1cc(C)n(-c2ccc(=O)n(CC(=O)Nc3ccccc3)n2)n1	-7%
COc1ccc(NC(=O)N2C[C@@H]3C[C@H](C2)c2ccc(NC(=O)c4ccccn4)c(=O)n2C3)cc1	79%[activator]
CC(=O)N1CCc2nc(-c3ccccc3)nc(-c3ccc(Cl)cc3)c2C1	-27%
O=S(=O)(c1ccc(-c2csc(Nc3ccc(F)cc3)n2)cc1)N1CCOCC1	?
COC(=O)C1CCN(Cc2ccc3c(c2)CN(C(=O)c2cc(C)nc(C)n2)CCO3)CC1	16%
COc1ccc(NC(=O)C2CC(=O)N(C3CCCC3)C2)cc1S(=O)(=O)N1CCCCC1 (stereo not drawn)	-13%
Cn1c(COc2ccc(C(C)(C)C)cc2)nnc1SCc1ccc(F)cc1	-21%
CNC(=O)[C@@H]1C[C@H](n2cc(CNS(=O)(=O)c3ccc(C)cc3F)nn2)CN1	9%
O=CN1CCN(C(=O)Cn2nc(C(=O)O)c3ccccc3c2=O)CC1	-31%
CN(CCNC(=O)c1cn2ccnc(-c3ccccc3)c2n1)C1CCCCC1	44%
O=C(c1ccncc1)N1CCC(Cc2nc(-c3ccccc3)n[nH]2)CC1	33%
COc1cccc(CN2CCc3nc(C)nc(-c4ccc(O)cc4)c3C2)c1	8%
CCCCOc1ccccc1C(=O)Nc1ccc(OCC)c2ncccc12	-10%
CC(=O)N1CCC(c2ncc(C)n2Cc2ccccc2)C1 (stereo not drawn)	44%
C=CCn1c(SCC(=O)c2ccccc2)nc2c1c(=O)n(C)c(=O)n2C	?
COc1ccc(OC)c(S(=O)(=O)N2C[C@@H](F)C[C@H]2C(=O)N2CCc3ccccc3C2)c1	20%
Cc1ccccc1-c1nn(-c2ccc(F)cc2F)cc1CN1CCC(O)CC1	30%
CC(C)c1nnc2ccc(N3CCCC(C(=O)O)C3)nn12 (stereo not drawn)	16%
Cc1cccc(CN2CCCCCCN(C)C(=O)[C@@H]3CCC[C@@H]32)c1	65%[activator]
CCn1ccc(C(=O)N2CCC(Cc3ccc(C(=O)N4CCOCC4)cc3)CC2)n1	27%
O=C(NC(NC(=O)c1ccccc1F)c1ccc(Br)cc1)c1ccccc1F	-18%
COc1cc(OC)c2c(C)c(CC(=O)NCC3(N4CCN(C)CC4)CCCCC3)c(=O)oc2c1	0%
CCC[C@H]1[C@@H](NS(=O)(=O)c2ccc3ccccc3c2)CC[C@@]23CCCN2C(=O)CCC[C@@H]13	-4%
Cc1nc(C2CCCCN2C(=O)c2ccccc2)n[nH]1 (stereo not drawn)	24%

The last three entries of the part above come first, to join the parts.
SMILES	ALOX12 inh
COc1cc(OC)c2c(C)c(CC(=O)NCC3(N4CCN(C)CC4)CCCCC3)c(=O)oc2c1	0%
CCC[C@H]1[C@@H](NS(=O)(=O)c2ccc3ccccc3c2)CC[C@@]23CCCN2C(=O)CCC[C@@H]13	-4%
Cc1nc(C2CCCCN2C(=O)c2ccccc2)n[nH]1 (stereo not drawn)	24%
Cc1c(C(=O)N2CCC3(CC2)Nc2ccccc2NC3=O)cnc2ccnn12	?
CCc1cc(=O)[nH]c(N2CCOCC2)n1	9%
CCOC(=O)c1c(C)[nH]c(C(=O)OCc2ccc(C(=O)OC)cc2)c1C	?
COC(=O)[C@H](NC(=O)[C@@H]1[C@@H](NC(=O)Nc2cccc(SC)c2)CCN1C(=O)C=C(C)C)C(C)C	-41%
CCNC(=O)CN(CC)c1nc(C(F)(F)F)nc2ccccc12	?
CC1(C(Cl)(Cl)Cl)C=CC(=Nc2ccccc2)C=C1 (stereo not drawn)	-27%
O=C(N1CCC(N[S+](=O)([O-])Cc2ccccc2F)CC1)N1CC2CC(C1)[C@H]1CCCC(=O)N1C2 (stereo partly drawn)	-24%
Cc1ccc(C(=O)O)cc1NC(=O)c1cccc(C(=O)Nc2cc(C(=O)O)ccc2C)c1	-2%
CC(=O)N1CCCN(CC[C@H]2CN(S(=O)(=O)c3ccccc3)CC[C@H]2CC(=O)O)CC1	16%
C/C(=N/Nc1ccc(S(=O)(=O)Nc2ccc(Cl)cc2)cc1[N+](=O)[O-])c1cccc([N+](=O)[O-])c1	-8%
COc1ccc(C(C)=O)cc1COc1ccccc1C#N	35%[activator]
Cc1cn2nc(C(=O)NCc3ccc(F)cc3F)cc2c(N2CCCC2)n1	26%
Cc1nc(SCC(=O)Nc2ccc3ccccc3c2)oc1C	?
Cc1cnc(-c2ccccc2)n1C1CCCNC1 (stereo not drawn)	50%[activator]
CC(C)CN1C[C@@H](C(=O)O)C[C@@H](C(=O)Nc2ccc(F)cc2)C1	-1%
CC(=O)c1ccc(OC(=O)c2ccccc2C)cc1	-15%
O=C(CN1C(=O)NC(Cc2c[nH]c3ccccc23)C1=O)Nc1ccccc1F (stereo not drawn)	12%
NC(=O)CN1C(=O)[C@@H]2CN(C(=O)c3ccccc3)CCN2C1=O	1%[176 µM]
CCOc1ccc(C(=O)C(C)OC(=O)Cn2cnc3ccccc3c2=O)cc1 (stereo not drawn)	2%
O=C(c1ccc2c(c1)OCO2)N1CCCN(c2cc(-c3ccc(F)cc3)[nH]n2)CC1	33%[activator]
CC1CCC(NC(=O)CCCNC(=O)C(C)(C)C)CC1 (stereo not drawn)	0%
O=S(=O)(c1ccc(F)cc1)N1CCN(Cc2cccc3cccnc23)CC1	?
CC(=O)NC(C)C(=O)N1CCCC1C(=O)N1CCCC1C(=O)NC(C)C(=O)NC1C(=O)NC(CC(C)C)C(=O)NC2CCCCNC(=O)CCC(C(=O)NC(Cc3ccc(O)cc3)C(=O)O)NC(=O)C3CCC(=O)OCC(NC(=O)C4CCCN4C(=O)C(Cc4c[nH]c5ccccc45)NC2=O)C(=O)NC(CC(=O)OC1C)C(=O)NC(Cc1c[nH]c2ccccc12)C(=O)N3 (stereo not drawn)	?
COCCNC(=O)c1ccc(-c2ccc(N3CCCCC3)nc2)cc1	0%
COCC1CN(C(=O)Cn2c(=O)oc3ccccc32)CC12CCNCC2 (stereo not drawn)	-3%
Continued:
SMILES	ALOX12 inh
O=C1CCCC(=O)C1C(=O)c1ccc(C(F)(F)F)cc1[N+](=O)[O-]	?
O=C(NC1CC1)c1nc(-c2ccc(F)cc2)c2ccccn12	?
COCCNC(=O)C[C@@H]1C[C@H]2O[C@H](CNC(=O)NC3CCC3)[C@@H](O)[C@H]2O1	14%[176 µM]
CCc1ccc(NC(=O)c2nc3ccccc3nc2N(CC)CC)cc1	11%
Cc1ccc(C)c(C(=O)c2sc(Nc3ccc(F)cc3)nc2N)c1	?
COCc1nc(C2CCN(C(C)=O)C2)no1 (stereo not drawn)	49%[activator]
COc1cccc(CN2CCc3nn(C)c(=O)n3CC2)n1	22%
COCCNC(=O)[C@H]1C[C@H](Oc2cccnc2)CN1C(=O)c1ccc(F)cc1	9%
COc1cc([C@@H]2c3cc4c(cc3[C@H](O)[C@@H](CO)[C@@H]2C(=O)NC2CC2)OCO4)cc(OC)c1OC	43%[activator]
COc1ccccc1Nc1nc2nccc(-c3ccncc3)c2c(=O)[nH]1	-73%
Cc1ccc(-c2csc3ncnc(Sc4nnc(CN5CCCC5)o4)c23)cc1	-14%
CC(=O)Nc1ccc(CN2CCC3(CC2)CC(=O)c2ccccc2O3)cc1	18%
CC(=O)N1CCN(c2ccc3nnc(-c4ccc(C)cn4)n3n2)CC1	24%[176 µM]
